RGS7-Gao: RGS7-Galphao binding modulators, primary screen, biochemical, multiplexed bead flow cytometry; AID 1439, 2008; 0.35% of 220,000 active; actives lie on both sides; binding response (% of control), % at 10 µM; Guanine nucleotide-binding protein G(o) subunit alpha (Homo sapiens), P09471; in the data active = binding response below about 49% or above about 150%; inconclusive = no clear call, values can overlap the other calls; inactive = in between;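 also: fluorescent Galphao held in activated GDP-AlF4 state binding bead-coupled RGS7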
RGS4-Gao reg: modulators of RGS4 binding to Galphao, primary screen, biochemical, multiplexed bead flow cytometry | binding response (% of control), % at 10 µM | 0.33% of 220,000 active | actives lie on both sides | Guanine nucleotide-binding protein G(o) subunit alpha (Homo sapiens), P09471; in the data active = binding response below about 49% or above about 150%; inactive = in between;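 also: fluorescent Galphao activated with aluminum fluoride binding bead-coupled RGS4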
Bcl-2 Bim block: inhibitors of Bim-Bcl-2 binding, primary screen, biochemical, multiplexed, human Bcl-2 family; inhibition, % at 10 µM; 0.06% of 190,000 active; AID 950, 2007; Bead-based flow cytometry, Bim peptide-Bcl-2 binding; in the data active = inhibition above about 40%; inconclusive = no clear call, values can overlap the other calls;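 also: 0% = no compound wells with probe peptide and 100% = reference peptide inhibitor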
Target sequence (P10415 whole entry, looked up): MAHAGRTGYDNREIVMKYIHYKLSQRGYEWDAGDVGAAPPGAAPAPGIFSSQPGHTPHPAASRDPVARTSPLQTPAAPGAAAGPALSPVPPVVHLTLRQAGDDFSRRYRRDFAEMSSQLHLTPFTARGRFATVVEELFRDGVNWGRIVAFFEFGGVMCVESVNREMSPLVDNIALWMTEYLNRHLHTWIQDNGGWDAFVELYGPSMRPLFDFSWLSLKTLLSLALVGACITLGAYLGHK
Bcl-W Bim block: inhibitors of Bim binding to Bcl-W, primary screen, biochemical, multiplexed, bead-based flow cytometry; Bim peptide-Bcl-W binding; inhibition, % at 10 µM; 0.02% of 190,000 active; AID 952, 2007;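 also: 0% = bound tracer without compound and 100% = peptide blocker; higher means less fluorescent Bim peptide bound to Bcl-W beads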
Bim-Bcl-XL: inhibitors of Bim-Bcl-XL binding, primary screen, biochemical, multiplexed, bead flow cytometry, human Bcl-XL; AID 1007, 2008; 0.04% of 190,000 active; Bcl-2-like protein 1 (Homo sapiens), Q07817; inhibition, % at 10 µM; Bim peptide-Bcl-XL binding, fluorescence
Target sequence (Q07817 whole entry, looked up): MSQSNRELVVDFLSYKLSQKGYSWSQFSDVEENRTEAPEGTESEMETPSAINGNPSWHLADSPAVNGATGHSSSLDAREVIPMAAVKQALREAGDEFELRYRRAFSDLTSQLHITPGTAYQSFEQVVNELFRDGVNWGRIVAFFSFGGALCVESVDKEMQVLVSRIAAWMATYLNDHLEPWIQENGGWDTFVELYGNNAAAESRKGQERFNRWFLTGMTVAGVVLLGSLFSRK
Mcl1-Bid inh: Mcl-1/Bid binding inhibitors, primary screen, biochemical, TR-FRET, 1536-well; TR-FRET Mcl-1/Bid-Dy647 peptide binding; Induced myeloid leukemia cell differentiation protein Mcl-1 (Homo sapiens), Q07820; 0.97% of 220,000 active; inhibition, % at 21.7 µM; AID 1021, 2008;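 active = compounds that cut the binding signal by more than half at the single screening dose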;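 also: His-tagged Mcl-1 with europium anti-His antibody binding Bid BH3 peptide; 0% = Mcl-1 plus peptide wells and 100% = peptide-only wells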
Target sequence (Q07820 whole entry, looked up): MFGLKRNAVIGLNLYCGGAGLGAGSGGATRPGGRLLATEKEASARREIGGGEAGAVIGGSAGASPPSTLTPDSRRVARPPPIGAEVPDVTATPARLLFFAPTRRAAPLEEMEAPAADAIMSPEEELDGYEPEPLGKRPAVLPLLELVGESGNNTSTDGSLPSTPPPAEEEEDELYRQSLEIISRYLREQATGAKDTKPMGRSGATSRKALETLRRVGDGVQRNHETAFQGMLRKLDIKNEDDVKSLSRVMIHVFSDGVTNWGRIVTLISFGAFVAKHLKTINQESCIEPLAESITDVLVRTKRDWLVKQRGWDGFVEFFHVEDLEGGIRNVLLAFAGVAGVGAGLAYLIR
GSH bead fluor: compound fluorescence on glutathione beads, profiling panel, artefact control, biophysical, 488/530 nm, flow cytometry; GSH beads flow cytometry, compound fluorescence 488/530 nm; active compounds read high; fluorescence (KMESF) at 10 µM; 0.25% of 190,000 active; AID 1776, 2009; in the data active = fluorescence above about 89;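 also: glutathione beads carrying GST-tagged Bcl family fusion proteins plus one bare bead set; values are compound well signal with DMSO vehicle wells as background; inactives centre near 16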
Mcl-1 Bim block: inhibitors of Bim peptide binding to Mcl-1, primary screen, biochemical, bead-based flow cytometry, multiplex; Induced myeloid leukemia cell differentiation protein Mcl-1 (Homo sapiens), Q07820; Bim peptide-Mcl-1 binding; inhibition, % at 10 µM; 0.1% of 190,000 active; AID 1009, 2008;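 also: 0% = no compound tracer wells and 100% = peptide blocker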
RGS8-Gao reg: RGS8-Galphao binding modulators, primary screen, biochemical, multiplexed bead flow cytometry. Guanine nucleotide-binding protein G(o) subunit alpha (Homo sapiens), P09471. actives lie on both sides. response (percent of control binding), % at 10 µM. 0.34% of 220,000 active; in the data active = response below about 60% or above about 140%; inactive = in between;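 also: Galphao activated as the GDP aluminium fluoride complex binding bead-coupled RGS8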
Bcl-B Bim block: inhibitors of Bim-Bcl-B binding, primary screen, biochemical, multiplexed, human Bcl-2 family | Bcl-2-like protein 10 (Homo sapiens), Q9HD36 | bead-based flow cytometry, Bim peptide-Bcl-B binding | inhibition, % at 10 µM | 0.073% of 190,000 active | AID 951, 2007;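 also: 0% = tracer peptide without compound and 100% = reference inhibitor peptide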
Target sequence (Q9HD36 whole entry, looked up): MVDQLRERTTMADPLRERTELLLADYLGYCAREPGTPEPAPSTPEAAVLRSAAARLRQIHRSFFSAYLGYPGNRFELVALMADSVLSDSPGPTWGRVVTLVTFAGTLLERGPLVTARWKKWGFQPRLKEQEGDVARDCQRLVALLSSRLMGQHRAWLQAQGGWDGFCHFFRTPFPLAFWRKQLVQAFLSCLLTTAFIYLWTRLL
Bim-Bfl-1: inhibitors of Bim binding to Bfl-1, primary screen, biochemical, multiplexed, bead-based flow cytometry; Bim-Bfl-1 binding inhibition; 0.12% of 190,000 active; inhibition, % at 10 µM; Bcl-2-related protein A1 (Homo sapiens), Q16548; AID 1008, 2008;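 also: 0% = wells without compound plus tracer and 100% = blocker peptide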
Starred values were filed as active, the others as inactive; ? = inconclusive. Rule as the data show it, unless noted: active = inhibition above about 40%.

SMILES | RGS7-Gao | RGS4-Gao reg | Bcl-2 Bim block | Bcl-W Bim block | Bim-Bcl-XL | Mcl1-Bid inh | GSH bead fluor | Mcl-1 Bim block | RGS8-Gao reg | Bcl-B Bim block | Bim-Bfl-1
Cc1nn(C)c(Oc2ccccc2)c1[N+](=O)[O-] | 98 | 98 | -2 | -6 | -1 | 39 | 11 | -15 | 99 | -1 | -1
CCC(=O)Nc1ccc(Cl)c(NC(=S)NC(=O)c2ccco2)c1 | 104 | 101 | -5 | -5 | -4 | -13 | 14 | -2 | 100 | -12 | -17
O=C(NCc1ccccc1)C1=C[C@H](C2CCCCC2)C[C@H](OCc2ccc(CO)cc2)O1 | 99 | 98 | 0 | 0 | 3 | -4 | 20 | 1 | 99 | -2 | -3
O=c1c2ccccc2cnn1-c1nc2ccccc2[nH]1 | 95 | 95 | -2 | 0 | 0 | -12 | 16 | -3 | 100 | -5 | -5
O=C(COc1ccccc1)Nc1ccccc1C(=O)NCc1ccco1 | 106 | 104 | -6 | 0 | -5 | -36 | 25 | -1 | 101 | -7 | -11
CCOc1ccc(C(=O)CC(NCc2cccs2)C(=O)O)cc1 (stereo not drawn) | 100 | 102 | 0 | -1 | 0 | -13 | 12 | 3 | 99 | -1 | -4
NC(=O)C1=C[C@H](C2CCCCC2)C[C@H](OCc2ccc(CO)cc2)O1 | 108 | 102 | -4 | -6 | -5 | -1 | 20 | 1 | 105 | -7 | -7
CC(C)(CO)NC(=O)CC1C(=O)NCCN1CC(c1ccccc1)c1ccccc1 (stereo not drawn) | 96 | 102 | -7 | -7 | -5 | -57 | 15 | -4 | 100 | -7 | -8
COc1ccc(CC(=O)NCc2nnc(SCC(=O)c3ccc(OC)cc3)n2C)cc1 | 107 | 106 | 0 | -2 | -2 | 10 | 19 | 0 | 104 | -5 | -5
Nc1nnnn1CC(=O)OCc1cccc(Br)c1 | 100 | 101 | 1 | -2 | -2 | 5 | 27 | -2 | 97 | -1 | -1
O=[N+]([O-])c1ccc(CSc2nnc3ccccn23)cc1 | ? | 100 | 0 | 0 | 0 | -31 | 14 | 2 | 101 | -6 | -3
CC(C)Cn1c2c(c(O)c(C(=O)Nc3nccs3)c1=O)CCCC2 | 102 | 100 | -7 | 6 | -3 | -7 | 10 | -3 | 110 | -7 | -5
C=CCn1c(-c2csc3c2CCC(C)C3)n[nH]c1=S (stereo not drawn) | 115 | 97 | -19 | -5 | -11 | -46 | 18 | -6 | 96 | -18 | -3
Cc1cccc(C)c1OCC(=O)Nc1cccc(NC(=O)c2ccco2)c1 | 101 | 101 | -13 | 0 | -9 | 7 | 21 | 6 | 101 | -10 | -22
CCC(C)(C)NC(=O)CN(C(=O)CCC(=O)Nc1ccccn1)c1ccc(F)c(Cl)c1 | 99 | 104 | -8 | 0 | -12 | -8 | 39 | 0 | 101 | -8 | -12

Gathered by group, those above with a Cl atom
SMILES | RGS7-Gao | RGS4-Gao reg | Bcl-2 Bim block | Bcl-W Bim block | Bim-Bcl-XL | Mcl1-Bid inh | GSH bead fluor | Mcl-1 Bim block | RGS8-Gao reg | Bcl-B Bim block | Bim-Bfl-1
CCC(=O)Nc1ccc(Cl)c(NC(=S)NC(=O)c2ccco2)c1 | 104 | 101 | -5 | -5 | -4 | -13 | 14 | -2 | 100 | -12 | -17
CCC(C)(C)NC(=O)CN(C(=O)CCC(=O)Nc1ccccn1)c1ccc(F)c(Cl)c1 | 99 | 104 | -8 | 0 | -12 | -8 | 39 | 0 | 101 | -8 | -12

Later entries:
SMILES | RGS7-Gao | RGS4-Gao reg | Bcl-2 Bim block | Bcl-W Bim block | Bim-Bcl-XL | Mcl1-Bid inh | GSH bead fluor | Mcl-1 Bim block | RGS8-Gao reg | Bcl-B Bim block | Bim-Bfl-1
CC(C)NC(=O)COC(=O)c1ccc(Oc2ccccc2)cc1 | 104 | 104 | -3 | 1 | -3 | 1 | 265* | -2 | 109 | -2 | -11
CCN(CC)S(=O)(=O)c1ccc(S(=O)(=O)N(CC(=O)Nc2ccccc2)Cc2ccco2)cc1 | 104 | 107 | 6 | -1 | -1 | 10 | 19 | -1 | 119 | 3 | 1
CCOC(=O)c1cc(-c2ccc(OC)cc2)n(CCC(=O)NC2CCN(Cc3ccccc3)CC2)c1C | 100 | 100 | 0 | -7 | -7 | -32 | 11 | 5 | 105 | -6 | -5
O=C(CNC(=S)NC(=O)c1ccc(F)cc1)c1ccccc1 | 99 | 97 | -4 | -4 | -6 | -23 | 10 | -5 | 100 | -9 | -7
COc1ccccc1C1/C(=C(/O)c2ccccc2)C(=O)C(=O)N1CCO (stereo not drawn) | 99 | 98 | 0 | -6 | -11 | 5 | 17 | -1 | 98 | -2 | 0
CN(c1ccc([N+](=O)[O-])cc1/C=N/NC(=O)COc1ccccc1)C1CCCCC1 | 103 | 102 | -2 | 0 | -5 | -26 | 3 | -5 | 106 | -6 | 0
Cc1sc2nc(CSCC(=O)N(C)c3ccccc3)[nH]c(=O)c2c1C | 104 | 99 | -14 | -8 | -8 | -15 | 13 | -6 | 101 | -16 | -15
CC(C)C(=O)NC(c1ccco1)c1ccc2cccnc2c1O (stereo not drawn) | 105 | 98 | -3 | -3 | -1 | -82 | 24 | -4 | 92 | -2 | -2
O=C(NN=C1CCCCCC1)C(=O)Nc1cccc(Br)c1 | 101 | 100 | -2 | -2 | -5 | -14 | 8 | -1 | 90 | -1 | -2
COc1cc2nc(CN3CCC(Cc4ccccc4)CC3)[nH]c(=O)c2cc1OC | 94 | 94 | -1 | -6 | -3 | -5 | 24 | -2 | 101 | -6 | -5
Cc1cc(C)n2nc(SCN3C(=O)c4ccccc4C3=O)nc2n1 | 102 | 93 | 0 | -3 | -1 | -1 | 19 | -3 | 97 | -3 | 0
COC(=O)CSc1cnc2ccccc2n1 | 87 | 91 | -12 | 0 | -6 | 21 | 38 | -2 | 94 | -7 | -15
Oc1ccccc1-c1nnc(-c2ccc(C(F)(F)F)cc2)o1 | 103 | 101 | 0 | 0 | -1 | -6 | 14 | 0 | 101 | -2 | 0
CCOc1ccc(C(=O)CCNC(Cc2cnc[nH]2)C(=O)O)cc1 (stereo not drawn) | 98 | 100 | 1 | -1 | 0 | -31 | 7 | -4 | 100 | -4 | -2
COC(=O)c1ccc2c(=O)n(C3CCCCC3)c(SCC#N)nc2c1 | 102 | 104 | -2 | 0 | -1 | -2 | 16 | 2 | 100 | -2 | -10
CCNc1nc(ON=C(C)C)nc(N(C)C)n1 | 101 | 101 | -2 | 0 | -5 | 4 | 12 | 0 | 101 | -7 | 0
CCOc1ccc(C2C=C(c3ccccc3)Nc3nnnn32)cc1 (stereo not drawn) | 103 | 100 | -1 | -1 | -2 | -2 | 21 | -3 | 101 | 0 | 0
CC(C)OC(=O)c1cc2c(ccn2C)n1CC(=O)N(Cc1ccccc1)c1ccccc1 | 102 | 104 | 4 | 0 | -1 | -11 | 6 | 0 | 104 | -2 | 1
CCCSc1nnc2n(N)c(=O)c3ccccc3n12 | 104 | 99 | -3 | -1 | -3 | -5 | 20 | -5 | 101 | 0 | -1
CC(C)C(=O)Nc1nnc(SCc2cccc(F)c2)s1 | 101 | 102 | -2 | -6 | -3 | -7 | 24 | -4 | 100 | -6 | -7
COc1ccc(NS(=O)(=O)c2ccc(Oc3ncccn3)cc2)cc1 | 94 | 101 | -5 | -2 | -5 | -11 | 30 | -2 | 102 | 0 | -3
Cn1nccc1C(=O)N1CCCC(C(=O)c2cccc3ccccc23)C1 (stereo not drawn) | 97 | 98 | 0 | 0 | -1 | -7 | 14 | 0 | 101 | -4 | -6
CCOc1cc(CNCCSc2nnnn2C)cc(Br)c1OCc1ccc(F)cc1 | 97 | 98 | -6 | -3 | -6 | -26 | 10 | -7 | 101 | -8 | -8
Cc1ccc([N+](=O)[O-])c(NC2OC(CO)C(O)C2O)c1 (stereo not drawn) | 84 | 91 | -1 | -4 | -3 | -49 | 12 | 0 | 94 | -6 | -6
CCOc1cccc(N2C(=O)CC(N3CCC(C(N)=O)(N4CCCCC4)CC3)C2=O)c1 (stereo not drawn) | 97 | 97 | -9 | -2 | -2 | -8 | 29 | -3 | 98 | -10 | -18
COC(=O)c1ccc(NC(=O)c2cccc(OC)c2)cc1 | 100 | 102 | -8 | -3 | -9 | -35 | 31 | -2 | 100 | -7 | -15
COc1cc(/C=N/NS(=O)(=O)c2ccc(C(C)(C)C)cc2)cc([N+](=O)[O-])c1O | 97 | 100 | 0 | -2 | -3 | -22 | 11 | 0 | 98 | -5 | 1
Cc1cc(C)nc(SCCS(=O)Cc2ccc(Cl)cc2)n1 (stereo not drawn) | 101 | 98 | -19 | -9 | -10 | 13 | 35 | -5 | 102 | -14 | -18
CCN1C(=O)C(CC(=O)NCc2ccc(Cl)cc2)N(CC)C1=O (stereo not drawn) | 97 | 100 | 1 | -1 | -4 | -13 | 50 | 0 | 98 | 2 | -3
CC1CN(C2CCN(C(=O)c3ccccc3)CC2)CC(C)O1 (stereo not drawn) | 99 | 98 | -6 | 3 | -4 | 40 | 34 | 1 | 99 | -3 | -7
CCNC(=S)Nc1ccc(C)c(Cl)c1 | 86 | 86 | 9 | 10 | 13 | -55 | 7 | 11 | 91 | 13 | 21
O=C(c1ccc(C#CC2(O)CCCCC2)cc1)N1CCN(C(c2ccccc2)c2ccccc2)CC1 | 102 | 101 | -3 | 0 | 0 | 2 | 15 | 0 | 102 | -7 | -4
COC(=O)c1ccc(NC(=O)CN2CCN(c3ccccn3)CC2)cc1 | 105 | 101 | -1 | -2 | -3 | -7 | 27 | 0 | 101 | 0 | -6
O=C(NCCc1ccccc1)C1CCCN(C(=O)NC2CCCCC2)C1 (stereo not drawn) | 99 | 97 | -8 | 3 | -2 | -19 | 11 | 0 | 101 | -6 | -7
O=c1c2c(ncn1Cc1ccccc1)nc1n2CCC1 | 102 | 102 | 1 | -2 | 0 | -10 | 6 | 0 | 103 | 0 | 0
COc1cc(/C=C(/C#N)C(=O)Nc2ccccc2)ccc1OCc1ccc(C(=O)O)cc1 | 103 | 106 | -3 | 4 | 5 | -29 | 15 | 10 | 102 | 5 | -3
CCCCc1ccc(NC(=S)NCCO)cc1 | 94 | 100 | -4 | -11 | -8 | -102 | 13 | -23 | 100 | -7 | -1
C#Cc1ccc([C@@H]2C=C(C(=O)O)O[C@H](OCc3ccc(CO)cc3)C2)cc1 | 122 | 113 | -3 | -1 | 1 | -3 | 16 | -1 | 115 | -1 | -7
CCOC(=O)c1[nH]cnc1C(=O)O | 98 | 96 | 0 | 3 | 6 | -16 | 15 | 2 | 98 | 3 | 4
CCCC(=O)Nc1ccc(C(=O)N/N=C2\CC(=O)CC(C)(C)C2)cc1 | 104 | 100 | 0 | 0 | -4 | -23 | 11 | 0 | 103 | 2 | -1

Screening results deposited in PubChem by several laboratories.
